G9a block – qHTS Assay for Inhibitors of Histone Lysine Methyltransferase G9a | Potency, µM (doses to about 102 µM), inactives show at the highest dose activity, negative = inhibition, usual class: inhibitors | Histone-lysine N-methyltransferase EHMT2 (Homo sapiens), Q96KQ7 | 8.8% of 350,000 active | AID 504332, 2011 | G9a H3K9 monomethylation, AlphaScreen, 2 h; note: % is set by controls: 0 for no effect and ±100 for the full control effect; nearly all actives have a fitted effect of over 75% in size
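Enzyme 20 nM + cpd, 15 min RT; add b-H3K9 pep 500 nM / SAM 20 uM; 2 h RT; anti-H3K9me1 Ab 0.5 ug/mL + SA donor / anti-rabbit acceptor beads 20 ug/mL each, 10 min; AlphaScreen read.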
APEX1 inh – qHTS Assay for Inhibitors of the Human Apurinic/apyrimidinic Endonuclease 1 (APE1); recombinant APE1, TAMRA/BHQ-2 abasic DNA cleavage fluorescence; Potency, µM (highest dose often 65.8 µM), for the others: at the highest dose activity change, negative = inhibition, actives largely listed as inhibitors; 0.35% of 350,000 active;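 note: plate controls were vehicle for no effect and reference inhibitor for full effect; nearly all actives have a fitted effect of over 55% in size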
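Quantitative HTS: incision of a TAMRA/BHQ-2 double-stranded substrate bearing a tetrahydrofuran abasic site by 0.75 nM APE1 raises fluorescence. Substrate 50 nM final, added after 15 min compound preincubation at room temperature; progress as third-minus-first kinetic read difference.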
BAZ2B inh – qHTS Assay for Inhibitors of BAZ2B; Bromodomain adjacent to zinc finger domain protein 2B (Homo sapiens), Q9UIF8; AlphaScreen BAZ2B-H3K14Ac peptide displacement; Potency, µM (titrated, usually from 114 µM), inactives show at the top dose activity change, negative = inhibition, actives largely listed as inhibitors; 4.4% of 360,000 active; note: % is set by controls: 0 for no effect and ±100 for the full control effect; nearly all actives have a fitted effect of over 60% in size
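Protein-peptide AlphaScreen: BAZ2B 50 nM, b-H3K14Ac 50 nM, 1x PBS pH 7.4 + 0.01% Tween-20. Preincubation 30 min RT; cpd 30 min RT (top 110 uM); beads 20 min RT, light-protected.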
POLH inh – qHTS for Inhibitors of Polymerase Eta; DNA polymerase eta (Homo sapiens), Q9Y253; recombinant Pol eta, fluorescent DNA replication assay; Potency, µM (titrated, usually from 114 µM), without a hit: at the top dose activity change, negative = inhibition, actives largely listed as inhibitors; 1.2% of 390,000 active; AID 588591, 2011; note: % is set by controls: 0 for no effect and ±100 for the full control effect
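Pol eta (10 nM) was preincubated with compounds for 15 min at room temperature, after which fluorescent replication substrate (50 nM final) was added to start the reaction. Fluorescence was read kinetically at 0 and 10 min.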
BLM inh – qHTS Assay for Inhibitors of Bloom's syndrome helicase (BLM). RecQ-like DNA helicase BLM (Homo sapiens), P54132. recombinant BLM DNA unwinding, fluorescence dequenching. Potency, µM (titrated, usually from 56.1 µM), for inactives: at the top dose activity change, negative = inhibition, most hits filed as inhibitors. 0.2% of 350,000 active;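 note: plate controls were vehicle for no effect and no enzyme for full effect; nearly all actives have a fitted effect of over 35% in size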
POLB inh – qHTS Assay for Inhibitors of DNA Polymerase Beta; Pol beta primer extension/strand displacement, fluorescence kinetic; AID 485314, 2010; Potency, µM (doses to about 114 µM), for inactives: at the top dose activity change, negative = inhibition, hits mostly inhibitors; 1.3% of 340,000 active; note: % is set by controls: 0 for no effect and ±100 for the full control effect
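Reaction started by 50 nM substrate onto compound-treated Pol beta (10 nM, 15 min preincubation, room temperature); plates read at 0 min and 10 min. Normalized concentration-effect data fitted by four-parameter Hill equation.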
JMJD2A Tudor – qHTS Assay for Inhibitors of JMJD2A-Tudor Domain. Lysine-specific demethylase 4A (Homo sapiens), O75164. AlphaScreen JMJD2A-Tudor / H3K4me3 peptide binding. Potency, µM (doses to about 114 µM), for inactives: at the top dose activity change, negative = inhibition, usual class: inhibitors. 4.4% of 390,000 active; note: % is set by controls: 0 for no effect and ±100 for the full control effect; nearly all actives have a fitted effect of over 50% in size
Pol kappa inh – qHTS for Inhibitors of Polymerase Kappa. purified Pol kappa, fluorescent DNA synthesis assay, 10 min. 0.53% of 400,000 active. Potency, µM (series often up to 107 µM), for the others: at the highest dose activity, negative = inhibition, most hits filed as inhibitors; note: % is set by controls: 0 for no effect and ±100 for the full control effect
Target sequence (Q9UBT6 whole entry, looked up): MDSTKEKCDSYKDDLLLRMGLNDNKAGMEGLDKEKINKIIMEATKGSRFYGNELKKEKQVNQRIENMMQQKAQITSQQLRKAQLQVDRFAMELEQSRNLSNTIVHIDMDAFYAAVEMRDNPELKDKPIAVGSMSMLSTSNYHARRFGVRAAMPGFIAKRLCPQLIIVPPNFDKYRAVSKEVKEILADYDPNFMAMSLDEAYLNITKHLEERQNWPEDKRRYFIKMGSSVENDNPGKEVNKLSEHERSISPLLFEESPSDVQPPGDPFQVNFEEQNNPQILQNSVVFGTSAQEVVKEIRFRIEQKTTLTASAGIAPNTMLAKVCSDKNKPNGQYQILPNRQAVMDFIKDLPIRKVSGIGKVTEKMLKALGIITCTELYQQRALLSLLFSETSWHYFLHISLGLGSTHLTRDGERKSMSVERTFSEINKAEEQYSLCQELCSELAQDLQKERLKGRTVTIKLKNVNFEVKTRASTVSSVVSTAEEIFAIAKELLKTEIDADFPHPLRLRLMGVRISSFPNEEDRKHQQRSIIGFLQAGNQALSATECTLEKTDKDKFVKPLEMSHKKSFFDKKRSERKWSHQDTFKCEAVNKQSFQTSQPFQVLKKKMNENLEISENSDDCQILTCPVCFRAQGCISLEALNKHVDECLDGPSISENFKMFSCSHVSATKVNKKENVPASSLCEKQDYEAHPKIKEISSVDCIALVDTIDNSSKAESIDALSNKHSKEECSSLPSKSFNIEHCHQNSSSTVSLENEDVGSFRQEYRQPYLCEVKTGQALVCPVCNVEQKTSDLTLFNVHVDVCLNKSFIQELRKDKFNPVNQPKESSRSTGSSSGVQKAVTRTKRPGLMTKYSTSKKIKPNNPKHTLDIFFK
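Pol kappa 10 nM + cpd, 15 min RT; start w/ substrate 50 nM final; fluorescence kinetic read, 0 and 10 min. Neg ctrl: buffer, no enzyme.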
POLI inh – qHTS for Inhibitors of Polymerase Iota. DNA polymerase iota (Homo sapiens), Q9UNA4. Pol iota fluorescent replication assay, 10 min. Potency, µM (highest dose often 115 µM), for inactives: at the highest dose activity, negative = inhibition, hits mostly inhibitors. 1% of 390,000 active
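Pol iota at 10 nM preincubated 15 min with compounds at room temperature; reaction started with fluorescent substrate, 50 nM final. Fluorescence read kinetically at 0 and 10 min; buffer-only wells as negative control.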
Active calls of the source: *; ? = inconclusive; . = not tested or not shown; [ ] = dose if it differs, or a comment. Calls come from the whole dose curve; as a rule, active = well fitted curve in the direction sought with a large enough effect; inconclusive = small, poorly fitted or top-dose-only effect, or another doubt; inactive = no such curve, though single readings can be large; an effect the other way counts as inactive or inconclusive. Potency is the fitted concentration of half-maximal effect. Only part of the results is shown (hit frequency here may not be typical).

SMILES	G9a block	APEX1 inh	BAZ2B inh	POLH inh	BLM inh	POLB inh	JMJD2A Tudor	Pol kappa inh	POLI inh
Cc1cnc(CNc2cc(-c3ccc4c(c3)OCO4)ncn2)cn1	?	0%	.	.	2%	.	.	3%[60.1 µM]	.
O=C(CCn1c(=O)c2sccc2n(CC(=O)Nc2ccccc2)c1=O)NCc1ccccc1Cl	-7%[59 µM]	.	-12%	.	-9%	-2%	5%	1%	-2%
Clc1ccc(-c2nnc(SCc3ccon3)o2)c(Cl)c1	9%[12.7 µM]	3%	37%	-1%	0%	7%	7%	3%	-6%
CCC(CC)CN1CCC(CN2C(=O)C(=O)NC[C@@H]2[C@@H](C)CC)CC1	.	.	.	-16%	.	.	-35%	-23%	2%
Cc1cc(NC(=O)NCC(F)(F)F)no1	5%	-2%	2%	-5%	4%	7%	-3%	-2%	1%[58.9 µM]
O=C(NCc1ccccc1)C1=C[C@H](c2ccc(C(F)(F)F)cc2)C[C@H](OCCCCO)O1	.	.	.	-13%	.	.	-17%	-15%	21%
CC(=O)NS(=O)(=O)c1ccc(NC(=O)c2ccc3c(c2)OCO3)cc1	26%[59 µM]	-9%	3%	-18%	2%	45%	-6%	0%	12%
Cc1ccccc1C(=O)Nc1cccc(OCc2cc(=O)n3c(C)csc3n2)c1	10%[59 µM]	.	?	-11%	-6%	37%	-5%	0%	32%[activator]
CC1CCN(C(=S)c2ccc(-c3ccc(Cl)cc3Cl)o2)CC1	8.9µM*	2%	?	-19%	-3%	0%	?	-18%	-2%
CCN(C(=O)CSc1nnc(SC)s1)c1c(N)n(Cc2ccccc2)c(=O)[nH]c1=O	1%[12.7 µM]	6%	-1%	-12%	.	.	6%	21%	5%
COc1ccc(-c2cn3c(n2)sc2cc(C(=O)Nc4ccccc4F)ccc23)cc1	5%[59 µM]	.	-6%	-11%	2%	0%	-9%	-14%	27%
COc1ccc(CNS(=O)(=O)c2cc(C(=O)Nc3cc(Cl)cc(Cl)c3)ccc2F)cc1	1%[59 µM]	.	1%	-19%	-11%	-16%	-16%	-3%[60.1 µM]	-2%
CCSc1ccc(C(=O)Nc2ccc(-c3nc4ccc(C)cc4s3)cc2)cc1	13%[59 µM]	.	-2%	?	-1%	13%	-2%	-2%[60.1 µM]	-9%
COCCNC(=O)c1cc(S(=O)(=O)N(C)c2ccccc2OC)ccc1C	28µM*	-3%	-14%	-16%	-5%	-15%	-4%	1%	28%
Cc1ccc(N(CC(=O)Nc2c(C)cccc2C)S(C)(=O)=O)cc1	5%	5%	0%	-11%	-1%	26%	-11%	-11%	64%[activator]
CC(=O)c1ccc(NC(=O)c2ccc3c(c2)N(Cc2cccc(Cl)c2)C(=O)c2ccccc2S3=O)cc1 (stereo not given)	1%[59 µM]	.	5%	-19%	-3%	5%	-19%	-14%[60.1 µM]	6%
CCN(CC)C(=O)C[n+]1cccc(/C=N/O)c1	-14%[59 µM]	1%	-4%	-1%	4%	20%	-5%	-11%	145%[activator]
COc1cc(C(=O)OCC(=O)Nc2ccc(F)cc2F)cc(OC)c1OC	23%[59 µM]	-1%	-3%	0%	-6%	2%	9%	-12%	12%
CN1OC[C@@H]2CN(Cc3ccccc3)[C@H](c3cccc(N4CCOCC4)c3)C[C@@H]21	.	.	.	0%	.	.	-19%	12%	-7%
Cc1cc(C(F)(F)F)n(-c2nc(C(=O)Nc3ccccc3Oc3ccccc3)cs2)n1	-27%	-5%	-8%	.	0%	16%	.	.	.
Cn1c2c(c(=O)n(C)c1=O)C(NC(=O)c1cccs1)(C(F)(F)F)C(=O)N2 (stereo not given)	5%	-3%	-4%	-2%	1%	11%	0%	-4%	5%
COc1ccc(Cl)cc1NC(=O)C(C)n1nnc2sc3c(c2c1=O)CCCC3 (stereo not given)	14µM*	.	-19%	.	-3%	20%	-33%	4%	13%
O=C(COCC(=O)Nc1cccc(C(F)(F)F)c1)Nc1cccc(C(F)(F)F)c1	5%[59 µM]	?	2%	-28%	-17%	1%	-4%	-25%	-11%
COc1ccc(C(CNC(=O)c2ccc(-c3nc4ccccc4s3)o2)N2CCCC2)cc1 (stereo not given)	12%[12.7 µM]	1%	-31%	-20%	.	.	?	-9%	2%
COc1ccc2oc(=O)c(C(=O)NCCc3c(C)[nH]c4ccc(Br)cc34)cc2c1	-7%[59 µM]	.	-23%	-16%	-5%	0%	-10%	-6%	26%
SMILES	G9a block	APEX1 inh	BAZ2B inh	POLH inh	BLM inh	POLB inh	JMJD2A Tudor	Pol kappa inh	POLI inh
Cc1[nH]c2ccccc2c1-c1csc(NC(=O)CSCCO)n1	71µM*	-4%	?	-10%	-3%	?	?	-4%	-14%
CCOC(=O)Cc1nnc(NC(=O)C(CC)Sc2nc(C)cc(=O)[nH]2)s1 (stereo not given)	71µM*	-7%	3%	10%	2%	0%	?	2%	-20%
O=C(NC(N1CCOCC1)C(Cl)(Cl)Cl)c1ccco1 (stereo not given)	160%[activator]	17%	0%	-7%	6%	-12%	-4%	-3%	3%
COc1ccc(N(C(C)=O)c2nc3ccccc3[nH]2)cc1	.	7%	12%	4%	0%	?	-5%	-5%	6%
Cn1cc(-c2nnc(-c3ccccc3)o2)c2ccccc21	9%[59 µM]	0%	11%	9%	-5%	1%	-5%	-10%	11%
O=C(CCn1c(=O)[nH]c2ccsc2c1=O)N1CCN(c2ccc([N+](=O)[O-])cc2)CC1	-5%	8%	-6%	-9%	2%	47%	-22%	3%	10%
Cc1ccc(CNC(=O)Cn2cccc2C(=O)c2ccccc2)cc1	0%[59 µM]	7%	5%	-3%	-1%	50%	-5%	-12%	22%
COc1cccc(C(=O)NNc2c3ccccc3nc3ccccc23)c1	-65%	-10%	?	?	-11%	?	?	-18%	102%[activator]
CCN(CC(=O)Nc1c(F)cccc1F)C(=O)Cc1ccsc1	10%[59 µM]	-6%	12%	-9%	.	.	-6%	-19%	4%
COC(=O)C1=C(CCc2ccccc2)NC(=O)NC1c1ccc(Br)cc1 (stereo not given)	.	-4%	-35%	-26%	-7%	15%	-15%	-3%	1%
CCOC(=O)C1=C(NC(=S)NC(=O)c2ccccc2)c2ccccc2CC1C(C)C (stereo not given)	?	-4%	-36%	?	-14%	-12%	-30%	-10%	?
COc1ccc(-c2cc(C(=O)Nc3sc4c(c3C#N)CCCC4)c3ccccc3n2)cc1OC	.	-7%	?	-14%	-9%	-15%	-29%	-12%	2%
CCOC(=O)c1sc(NC(=O)/C=C/c2c(F)cccc2Cl)nc1C	9%[59 µM]	3%	-3%	?	-3%	8%	-12%	4%	-3%
COc1ccccc1CNc1ccnc(-c2ccccc2OC)n1	-5%[0.501 µM]	3%	.	.	-12%	.	.	4%[60.1 µM]	.
CCC(C)NC(=O)c1cc(-c2ccc(OC)cc2)on1 (stereo not given)	-2%[59 µM]	2%	10%	-15%	0%	-2%	-3%	-4%	2%
COc1ccccc1NS(=O)(=O)c1cccc(C(=O)NN)c1	.	7%	-6%	0%	-2%	4%	-23%	-3%	-7%
COc1cc(NC(=O)CSc2nc3ccccc3c(=O)n2C)ccc1NC(=O)c1ccco1	-42%	0%	-3%	-3%	-2%	10%	-7%	-2%	-13%
Cc1c(NC(=O)c2ccc(Br)o2)cccc1C(=O)O	17%	3%	-24%	-3%	0%	36%	-10%	-21%	22%
Cc1occc1C(=O)NC(C)c1ccc2c(c1)OCO2 (stereo not given)	11%[59 µM]	15%	6%	-4%	-2%	1%	-9%	-11%	-10%
Cc1cc(C(=O)CSc2nnc3ccccn23)c(C)n1-c1ccccc1	-1%[59 µM]	6%	-10%	-11%	2%	29%	-26%	-2%	27%
NC1(C(=O)O)CCc2cc(C(=O)O)ccc21 (stereo not given)	4.5µM*	?	.	?	.	?	.	-11%[60.1 µM]	-11%[58.9 µM]
Cc1nn(CC(=O)NCc2ccccc2F)c(C)c1[N+](=O)[O-]	6%	-9%	-2%	-11%	-3%	13%	-2%	0%	12%
Cc1ccc(Cl)cc1NC(=O)C1C2CCC(O2)C1C(=O)O (stereo not given)	3%	8%	0%	-15%	-11%	9%	-2%	5%	30%[activator]
CCOC(=O)NC(=O)/C(C#N)=N/Nc1ccc(F)cc1	-44%[59 µM]	11%	-10%	-2%	-3%	-5%	-14%	-13%	-2%
O=C1c2oc3ccccc3c(=O)c2C(c2cccc(Br)c2)N1c1ccccn1 (stereo not given)	-8%[59 µM]	.	0%	-13%	1%	-24%	8%	-3%[60.1 µM]	-24%
COc1cc2cc(CN(Cc3nnnn3Cc3ccco3)C3CCCCC3)c(=O)[nH]c2cc1OC	40µM*	?	-10%	?	-3%	45µM*	?	?	?
Cc1ccc(-c2ccc(=O)n(Cc3c(F)cccc3Cl)n2)cc1	26%	15%	27%	-6%	-4%	-11%	-10%	-1%	50%[activator]
COc1ccccc1CNC(=O)c1ccc(-c2nc(CN3CCc4ccccc43)c(C)o2)cc1	?	.	-36%	?	-5%	2%	?	-6%[60.1 µM]	21%

Fetched one by one from the list above, 5 records:
SMILES	G9a block	APEX1 inh	BAZ2B inh	POLH inh	BLM inh	POLB inh	JMJD2A Tudor	Pol kappa inh	POLI inh
COc1cc2cc(CN(Cc3nnnn3Cc3ccco3)C3CCCCC3)c(=O)[nH]c2cc1OC	40µM*	?	-10%	?	-3%	45µM*	?	?	?
Cc1c(NC(=O)c2ccc(Br)o2)cccc1C(=O)O	17%	3%	-24%	-3%	0%	36%	-10%	-21%	22%
COc1ccccc1NS(=O)(=O)c1cccc(C(=O)NN)c1	.	7%	-6%	0%	-2%	4%	-23%	-3%	-7%
Cc1nn(CC(=O)NCc2ccccc2F)c(C)c1[N+](=O)[O-]	6%	-9%	-2%	-11%	-3%	13%	-2%	0%	12%
Cc1ccc(CNC(=O)Cn2cccc2C(=O)c2ccccc2)cc1	0%[59 µM]	7%	5%	-3%	-1%	50%	-5%	-12%	22%

Compound activity: PubChem, National Center for Advancing Translational Sciences (NCATS)
